S3 lipid droplet – qHTS Assay for Lipid Storage Modulators in Drosophila S3 Cells | Drosophila S3 cells, BODIPY lipid droplet fluorescence, 18-24 h; cells fed with added oleic acid | lipid storage change, negative = inhibition, % at the top dose, mostly 46.1 µM; hits show Potency in µM | actives 0.64% (n = 320,000) | AID 2685; active = well fitted inhibition curve with a large enough effect in the signal ratio, with a control signal flat, not every such curve was filed as active; inconclusive = small, poorly fitted or top-dose-only effect, or effect the other way, or a change in a side signal; the % refers to the signal ratio
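Drosophila S3 cells loaded with oleic acid (400 uM, as added) and compounds at several concentrations; lipid droplets imaged by 488-nm laser-scanning cytometry, 500–530 nm intensity and object ratio to cell channel. Percent activity normalized to 20 uM Triacsin C.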
S3 lipid droplet cell count max – recorded beside S3 lipid droplet, whose call it bears; cell number change, %; measured here: cell count max response;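 cells counted by Cell Tracker Red CMTPX staining in the red channel; peak over a dose series mostly up to 46.1 µM; percent activity relative to internal control wells on each plate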
* = called active by the depositor; i = inactive; ? = inconclusive; nt = not tested or not shown; [ ] = another dose, or the depositor's remark. % is scaled to controls: 0 for no effect and ±100 for the full control effect; potency is read from the fitted curve at half-maximal effect.

SMILES	S3 lipid droplet	S3 lipid droplet cell count max
Cc1ccc(S(=O)(=O)NC(CC(N)=O)C(=O)O)cc1 (stereo not given)	?	nt
CS(=O)(=O)Nc1ccc(N2CCN(c3ccc(C(F)(F)F)cn3)CC2)nc1	1%	1
Cc1nn(-c2ccc(Cl)cc2Cl)c(C)c1C(=O)O	?	nt
CC(Cl)C(=O)N1c2ccccc2CCc2ccccc21 (stereo not given)	-7%	3
O=C(COc1ccccc1)Nc1cc2c3c(c1)CC(=O)N3CCC2	-1%[0.0737 µM]	nt
COc1cc(OC)cc(C(=O)NNC(=O)c2ccc3ccccc3n2)c1	?	nt
CC1CCc2nn(CC(=O)NCCN3CCCCC3C)cc2C1 (stereo not given)	13%	nt
O=C(N/N=C/c1ccncc1)c1ccc2c(c1)OCO2	5%	-3
O=C(NCc1cccnc1)C(=O)NCC1OCCN1S(=O)(=O)c1ccc(F)cc1 (stereo not given)	0%	-1
COc1ccc(NC(=O)NC2(C(=O)N3CCCCC3)CCCCC2)cc1	i	6
Cc1ccc(N(C(=O)Cn2nnc3ccccc32)C(C(=O)NCc2ccco2)c2ccc(C)o2)cc1 (stereo not given)	i	-1
CCN1CCN(c2cc3c(nn2)Oc2ccccc2N3C)CC1	22%	10
c1ccc(-c2csc3ncn4nnnc4c23)cc1	?	nt
CCc1ccc(Nc2nnc(SCn3nnc4ccccc4c3=O)s2)cc1	-1%	5
CCC(CC)C(=O)NCc1ccccc1OC	?	nt
CC(O)c1cccc(NC(=O)Cc2cccc3ccccc23)c1 (stereo not given)	23%	13
Brc1ccc2c(c1)CNc1c(ncnc1N1CCOCC1)O2	19%	0
Cc1cc2oc(C(=O)Nc3ccc(S(=O)(=O)Nc4ncccn4)cc3)c(C)c2cc1Cl	?	nt
C[C@@H]1C=C(C(=O)O)O[C@H](OCc2ccc(CO)cc2)C1	i	-1
c1ccc2[nH]c(SCc3ccc(-c4nnco4)cc3)nc2c1	?	nt

Part of the list above in another layout:
> CCC(CC)C(=O)NCc1ccccc1OC
- S3 lipid droplet = ?
- S3 lipid droplet cell count max = nt
> CC(O)c1cccc(NC(=O)Cc2cccc3ccccc23)c1 (stereo not given)
- S3 lipid droplet = 23%
- S3 lipid droplet cell count max = 13

Later entries.
SMILES	S3 lipid droplet	S3 lipid droplet cell count max
CC(=O)c1ccc(S(=O)(=O)N(CCCO)Cc2cc3cc4c(cc3[nH]c2=O)OCCO4)cc1	?	nt
COC(=O)C1=C(C)N(C2CCCCC2)C(=O)/C1=C\c1cccs1	-3%	23
Cc1cc(C)c(NC(=O)COC(=O)C2CCC(=O)N2)c(C)c1 (stereo not given)	?	nt
O=C(NCCN1CCOCC1)c1ccc(Cl)c(S(=O)(=O)N2CCCC2)c1	?	nt
CC(=O)c1ccc(NC(=O)C(C)N(C)CC(=O)Nc2ccccc2Cl)cc1 (stereo not given)	6%	-16
CCOc1ccc(CO[C@@H]2O[C@H](CO)[C@@H](O)[C@H](O)[C@H]2NC(C)=O)cc1OC	?	nt
O=C(/C=C/c1ccc2c(c1)OCO2)N1CCCCC1	?	nt
O=C(NCC1(c2ccccc2)CCOCC1)c1cccs1	?	nt
Cc1ccc(-n2nc3c(c2NC(=O)c2cc4ccccc4o2)CS(=O)(=O)C3)cc1	0%	2
O=C(O)CN(c1ccccc1)C1SC(=O)NC1=O (stereo not given)	7.3µM*	-8.4*
O=C(c1cc(Cl)nc2ccccc12)N1CCCCC1	21%	-17
COc1cccc(-n2nnc3c(=O)n(Cc4ccccc4Cl)cnc32)c1	0%	-1
Cc1cccc(Cn2nnc3c2C(=O)c2ccccc2C3=O)c1	-17%	-13
Cc1ccc(N2CC(C(=O)Nc3ccc(S(=O)(=O)NCC4CCCO4)cc3)CC2=O)cc1C (stereo not given)	?	nt
Cc1nc(SC(C)C(=O)NC2CCCC2)c2ccccc2n1 (stereo not given)	?	nt
COc1cc(/C=N/NC(=O)c2cncc(Br)c2)ccc1OC(=O)c1ccc2c(c1)OCO2	39%	-15
O=C(Nc1ccccn1)c1ccc(Cl)c([N+](=O)[O-])c1	-8%	9
Cc1sc2nc(C3CC3)nc(SCC(=O)N3c4ccccc4CC3C)c2c1C (stereo not given)	?	nt
COc1ccc(NC(=O)c2ccccc2Sc2ccc(NC(C)=O)nc2)cc1	?	nt
COc1ccc(CNC(=O)CSCc2cccc(Cl)c2)cc1	?	nt
NC(=O)CSc1oc(-c2ccco2)nc1S(=O)(=O)c1ccccc1	-16%	20
COC(=O)Nc1nnc(SCc2ccc(C)cc2)s1	11%	13
COc1ccc(/C=N/N2CCN(c3ccccc3)CC2)cc1Br	i	32
CCCc1c(C)nn(-c2ncccc2[N+](=O)[O-])c1C	?	nt
O=C(Nc1cccc(S(=O)(=O)NC2=NCCCCC2)c1)c1cc(-c2ccco2)nc2ccccc12	1%	23
COc1ccc(-c2nc(C(F)(F)F)c(OC)o2)cc1OC	i	-1
CN(C)N1C(N)=C(C#N)C(c2ccc(Br)cc2)C2=C1CC(C)(C)CC2=O (stereo not given)	-3%	0
COCCCNC(=O)CCC(=O)NNc1nc2ccccc2c2nc(-c3ccccc3)nn12	5%	5
Cc1ccc(OCC(=O)Nc2cccc(-c3nnc(-c4ccccc4)o3)c2)c(C)c1	-3%	-23
NC(=O)c1c(NC(=O)CSc2nnc(-c3ccccc3)n2CC2CCCO2)sc2c1CCC2 (stereo not given)	?	nt
COc1ccc(C(=O)N2CCOC2CNC(=O)C(=O)NCc2ccccc2Cl)cc1 (stereo not given)	?	nt
Cc1nc(-c2ccccc2)sc1C(=O)CSc1ccc(Cl)cc1	?	nt
CC(=O)Nc1ccccc1OC(C)C(=O)N1CCC(C)CC1 (stereo not given)	-16%	-11
O=C(Nc1ncc(C(F)(F)F)cc1Cl)c1ccc(S(=O)(=O)N2CCOCC2)cc1	?	nt
O=c1cc2c(nn1Cc1cccc([N+](=O)[O-])c1)-c1ccccc1CC2	?	nt
O=C(Nc1ccccc1Sc1ccccc1)C1CCCO1 (stereo not given)	?	nt
Cc1cccc(/C(N)=N/OC(=O)c2ccccc2Cl)c1	?	nt
COc1ccc(-c2nnn3c2nc(NCc2ccccc2)c2ccccc23)cc1	?	nt
Cc1cc(Nc2ccc(F)cc2F)n2nc(C)nc2n1	-1%	3
CC(=O)Nc1ccc(NC(=O)C(C)OC(=O)c2cc(S(=O)(=O)N3CCOCC3)ccc2Cl)cc1 (stereo not given)	?	nt
Cc1ccc(-c2cc(C(=O)N3CCN(c4ccc(F)cc4)CC3)c3ccccc3n2)o1	?	nt
COc1ccccc1CNC(=O)C1CCCN(S(=O)(=O)c2ccc3c(c2)C(C)(C)C(=O)N3C)C1 (stereo not given)	?	nt
COc1ccc(C(=O)N2CCCC(C(=O)c3ccccc3OC)C2)cc1OC (stereo not given)	?	nt
O=S(=O)(Nc1ccc(C(F)(F)F)cc1)c1cccs1	?	nt
O=C(CN1CCCC1)N1CCCC(c2ccc(F)cc2)c2ccc(F)cc21 (stereo not given)	?	nt
CC(C)N(Cc1ccccc1)C(=O)CN1C(=O)c2ccccc2C1=O	5%	2
O=C(NCc1ccc(Cl)cc1)C(=O)N/N=C/c1ccc(Br)cc1	-5%	-2
C=CCNc1nc2ccccc2nc1NS(=O)(=O)c1cccc(C)c1	i	6
O=C1CCc2cc(S(=O)(=O)N3CCCC3C(=O)N3CCN(c4ccccc4F)CC3)ccc2N1 (stereo not given)	?	nt
CCOc1ccc(S(=O)(=O)NCc2ccc(OC)cc2)c2cccnc12	2%	7
(further entries)
SMILES	S3 lipid droplet	S3 lipid droplet cell count max
Cc1c(C(=O)N2CCC[C@H]2C(N)=O)oc2c(F)cccc12	i	-18
CC(C(=O)NCC1CCCCC1)N(C)Cc1ccc(Br)cc1 (stereo not given)	?	nt
CCOc1ccc(CN2CCN(Cc3ccc(C)o3)CC2CCO)cc1 (stereo not given)	-10%	-13
CS(=O)(=O)Nc1ccc(C(=O)Nc2ccccc2Sc2ccccc2)cc1	?	nt
O=C(CN1C(=O)COc2ccc(S(=O)(=O)N3CCCC3)cc21)NC1CC1	25%	nt
COc1ccc(/C=C/C(=O)N/C(=C\c2ccco2)C(=O)NCCc2nc3ccccc3[nH]2)cc1	-3%	-6
CC(=O)NN1C(=O)c2ccccc2NC1c1ccccc1F (stereo not given)	1%	3
CCc1ccc(OCCCC(=O)Nc2cccc(C(=O)O)c2)cc1	-5%	17
N#Cc1ccccc1S(=O)(=O)N1CCN(CC(=O)Nc2ccnn2C2CCCC2)CC1	i	-15
COC(=O)c1c(-c2cccs2)csc1NC(=O)CSc1ncnc2sc(C)c(C)c12	0%	-10
Cc1nn(-c2ccccc2)c(C)c1C(=O)Nc1nnc(-c2ccco2)o1	38%	nt
COc1ccccc1C(=O)NC(=O)COc1cc(Cl)ccc1Cl	?	nt
Cc1cc(C(F)(F)F)c(C#N)c(SCC(=O)Nc2nc3ccccc3s2)n1	?	nt
CC1=NN(C(N)=S)C(=O)C1N=Nc1ccc(Cl)cc1 (stereo not given)	?	nt
CC(C)[C@H](NS(=O)(=O)c1ccc(Cl)cc1)C(=O)OCC(=O)c1c(N)n(C)c(=O)n(C)c1=O	29µM*	-5.9*
Cc1ccc(-c2csc3nc(SCC(N)=O)n(Cc4ccccc4)c(=O)c23)cc1	0%	0
CCc1ccc(C(=O)N2CCCN(C)CC2)s1	i	-5
O=C(OCC(=O)N1CCCCC1)c1cccc(NS(=O)(=O)c2ccccc2)c1	i[0.0737 µM]	-3
O=C(CCS(=O)(=O)c1cccs1)Nc1ccc(C(=O)NCc2cccs2)cc1	22%	-10
CCn1nc(C)cc1C(=O)N1CCCC(N2CCN(Cc3ccc4c(c3)OCO4)CC2)C1 (stereo not given)	34%	20

In a second layout: 4 of the compounds above
Under each structure: S3 lipid droplet, S3 lipid droplet cell count max
O=C(CCS(=O)(=O)c1cccs1)Nc1ccc(C(=O)NCc2cccs2)cc1
 : 22%, -10
CCc1ccc(C(=O)N2CCCN(C)CC2)s1
 : i, -5
COc1ccccc1C(=O)NC(=O)COc1cc(Cl)ccc1Cl
 : ?, nt
Cc1cc(C(F)(F)F)c(C#N)c(SCC(=O)Nc2nc3ccccc3s2)n1
 : ?, nt

Going on with the list.
SMILES	S3 lipid droplet	S3 lipid droplet cell count max
CC1=C(C(=O)OC(C)C)C(c2cccc(F)c2)n2ncnc2N1 (stereo not given)	i	-7
CCc1nnc(SCC(=O)Nc2ccccc2Cl)nc1CC	-12%	-6
CCOC(=O)C(NCc1ccc2c(c1)OCO2)(NC(=O)c1ccccc1)C(F)(F)F (stereo not given)	?	nt
O=C(Cn1cccc1)NC1CCCCCC1	?	nt
O=C(CNC(=O)c1ccccc1Br)N/N=C\c1cc([N+](=O)[O-])cc(Br)c1O	?	nt
CCCN1CCC(=O)N([C@H](CSc2ccc(OC)cc2)c2ccccc2)CC1	?	nt
O=C(CCC(=O)N1CCCC(Nc2ccccc2)C1)c1ccc(F)cc1 (stereo not given)	6%	nt
CCOC(=O)N1CCN(C(=O)C(=O)c2cn(CC(=O)N3CCCCCC3)c3ccccc23)CC1	?	nt
CCCCn1c(N)c(N(CCC(C)C)C(=O)C2CC(=O)N(c3ccccc3OCC)C2)c(=O)[nH]c1=O (stereo not given)	3%	4
O=C(CC1NC(=O)NC1=O)Nc1ccc(Cl)cc1 (stereo not given)	?	nt

Molecules listed so far containing bromine (seven):
SMILES	S3 lipid droplet	S3 lipid droplet cell count max
Brc1ccc2c(c1)CNc1c(ncnc1N1CCOCC1)O2	19%	0
COc1cc(/C=N/NC(=O)c2cncc(Br)c2)ccc1OC(=O)c1ccc2c(c1)OCO2	39%	-15
COc1ccc(/C=N/N2CCN(c3ccccc3)CC2)cc1Br	i	32
CN(C)N1C(N)=C(C#N)C(c2ccc(Br)cc2)C2=C1CC(C)(C)CC2=O (stereo not given)	-3%	0
O=C(NCc1ccc(Cl)cc1)C(=O)N/N=C/c1ccc(Br)cc1	-5%	-2
CC(C(=O)NCC1CCCCC1)N(C)Cc1ccc(Br)cc1 (stereo not given)	?	nt
O=C(CNC(=O)c1ccccc1Br)N/N=C\c1cc([N+](=O)[O-])cc(Br)c1O	?	nt

New compounds follow:
SMILES	S3 lipid droplet	S3 lipid droplet cell count max
O=C(COC(=O)c1cccc(O)c1)NC(=O)Cc1ccccc1	?	nt
Cc1cccc(Nc2nc(-c3ccccc3)c(C(=O)Nc3cccnc3)s2)c1	-11%	-14
Cc1nnc(SCC(=O)N2CCCCC2)s1	3%	-1
COc1ccc(N2CCN(CC(=O)Nc3ccc(SC(F)F)cc3)CC2)cc1	2%	-1
Cc1c(C(=O)NCCC2=CCCCC2)oc2ccc(S(=O)(=O)N3CCOCC3)cc12	16%	-13
O=C(CCOc1ccccc1)Nc1ccnn1C1CCN(Cc2ccccc2)CC1	?	nt
CCN(c1ccccc1)S(=O)(=O)c1cc2c(cc1C)NC(=O)CO2	6%	12
O=C(COC(=O)c1c2c(nc3ccccc13)CCCC2)c1ccc(Br)s1	?	nt
O=C(NCCc1ccc2c(c1)OCCO2)c1cccc(F)c1	?	nt
COc1ccc(CNc2nc3nc(C)c(Cl)c(=O)n3[nH]2)cc1OC	?	nt
O=C(Cc1ccccc1)Nc1ccc(N2CCOCC2)cc1	-2%	10
CCCC12CN3CC(C)(CN(C1)C3c1cccs1)C2=O (stereo not given)	0%	nt
CC(Cl)C(=O)NN=C(c1ccccc1)c1ccccc1 (stereo not given)	?	nt
CCOc1ccc(CCNc2ccc3nnc(-c4ccccc4)n3n2)cc1OCC	?	nt
Cc1cc2cc(C(c3nnnn3Cc3ccccc3)N3CCc4ccccc43)c(=O)[nH]c2cc1C (stereo not given)	i	nt

Compound activity deposited in PubChem BioAssay by National Center for Advancing Translational Sciences (NCATS).

Not all compounds are listed (hit frequency here may not be typical).
